S aureus QS inh: S. aureus quorum sensing inhibitors, primary screen, RNAIII-GFP reporter, flow cytometry; S. aureus RN6390 RNAIII-GFP reporter, AIP-induced, flow cytometry 3 h; inhibition, % at 2 µM; 24,000 tested, 0.3% active; AID 527, 2006;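 active means share of bacteria positive for the green fluorescent reporter and its mean brightness both inhibited by 50% or more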;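 further: 0% = AIP-stimulated control and 100% = unstimulated bacteria without AIP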
S aureus QS inh GFP MFI %: further read-out of S aureus QS inh, marked with its call; inhibition, %; measured here: inhibition of GFP MFI
Numbers without * were called inactive.

SMILES	S aureus QS inh	S aureus QS inh GFP MFI %
COc1ccc(NC(=O)C(CCS(C)(=O)=O)NC(C)=O)cc1 (stereo unspecified)	-1	-21
OC(C#Cc1ccccn1)c1cccs1 (stereo unspecified)	-1	-11
Cc1cc(NC(=O)CSc2cn(CCNC(=O)c3ccc(F)cc3)c3ccccc23)no1	-1	-23
CCC1Oc2ccccc2N(CC(=O)NCCCN2CCCCC2C)C1=O (stereo unspecified)	-4	5
O=C(CCC(=O)c1cccs1)NCc1ccccc1	8	10
CCN1CCN(C(c2cccs2)C(C)NC(=O)c2ccco2)CC1 (stereo unspecified)	16	21
CCOCC(=O)Nc1sc2c(c1C(=O)OCC)CCCC2	1	8
COc1ccc(C2=NOC(C(=O)Nc3ccc(C)cc3)C2)cc1OC (stereo unspecified)	0	-13
COc1ccc(NC(=O)C(c2ccc(C)cc2)N(C)C(=O)c2cnccn2)cc1 (stereo unspecified)	3	8
CCN(c1ccccc1)c1cc(C)nc2nc(C)nn12	-1	-1
COc1cccc(NC(=O)N(CCCN2CCOCC2)C(C)c2cc3cccc(OC)c3o2)c1 (stereo unspecified)	-4	2
COC(=O)c1[nH]c(C)c(/C(O)=C2\C(=O)C(=O)N(CCCN3CCOCC3)C2c2ccccn2)c1C (stereo unspecified)	-1	-5
O=C(Cc1ccc(-n2cccc2)cc1)N1CCc2ccccc21	-5	1
COc1nc(C)nc2c1sc(=S)n2C	2	21
O=C(OCC#CCSc1nc2ccccc2s1)c1ccco1	-1	11
Cn1c(SCC(=O)c2cc3ccccc3o2)nnc1-c1ccccc1	2	8
Cc1ccc(-c2nc(CS(=O)CC(=O)NCc3ccc(Cl)cc3)c(C)o2)cc1 (stereo unspecified)	0	-50
COC(=O)c1c(N)n(-c2cc(OC)cc(OC)c2)c2nc3ccccc3nc12	0	34
CCOC(=O)c1ccccc1NC(=O)c1cc2sccc2n1C	1	4
O=C1C2CCCN2C(c2ccccc2F)N1c1ccc(F)cc1 (stereo unspecified)	4	8
CNC(=O)Nc1cccc(C(F)(F)F)c1	0	1
COc1cccc(C(=O)NCc2n[nH]c(=S)n2-c2cccc(C)c2)c1	0	5
COc1cccc(C(c2sc3nc(C)nn3c2O)N2CCC3(CC2)OCCO3)c1 (stereo unspecified)	-1	-9
O=C(Cc1c(O)c2ccccc2[nH]c1=O)NCc1ccc(F)cc1	0	-6

Five entries from above, sorted by length of the SMILES, highest first.
SMILES	S aureus QS inh	S aureus QS inh GFP MFI %
Cc1ccc(-c2nc(CS(=O)CC(=O)NCc3ccc(Cl)cc3)c(C)o2)cc1 (stereo unspecified)	0	-50
O=C(Cc1c(O)c2ccccc2[nH]c1=O)NCc1ccc(F)cc1	0	-6
CCOCC(=O)Nc1sc2c(c1C(=O)OCC)CCCC2	1	8
CNC(=O)Nc1cccc(C(F)(F)F)c1	0	1
COc1nc(C)nc2c1sc(=S)n2C	2	21

Next section.
SMILES	S aureus QS inh	S aureus QS inh GFP MFI %
Cc1cccc(NC(=O)C2CCCN(S(=O)(=O)c3cccc4cccnc34)C2)c1 (stereo unspecified)	3	8
FC(F)(F)c1cc(-c2ccco2)nc(N2CCOCC2)n1	0	-1
CCCOc1cc(C)c(S(=O)(=O)N2CCN(C)CC2)cc1C	-1	-12
O=C(Cn1nnc2c(cnn2-c2ccc(F)cc2)c1=O)c1ccccc1F	0	-28
CC1CCN(CCNC(=O)CN(C)S(=O)(=O)c2cccc3nsnc23)CC1	6	15
Cc1ccc(N(C(=O)c2ccc(Br)o2)C2C=CS(=O)(=O)C2)cc1 (stereo unspecified)	-8	-13
CCc1[nH]nc2c1C(c1cccc(OC(=O)N3CCOCC3)c1)C(C#N)=C(N)O2 (stereo unspecified)	-1	-13
CCc1ccc(NC(=O)CCN2C(=O)c3cccnc3C2=O)cc1	6	26
Cc1ccc(-c2nnc(SCC(=O)N3CC(C)CC(C)C3)o2)cc1C (stereo unspecified)	3	24
Cc1noc(C)c1S(=O)(=O)N1CCN(Cc2ccc3c(c2)OCO3)CC1	0	7
Cc1ccc(S(=O)(=O)Cc2ccc(C(=O)NCCCN3CCN(C)CC3)o2)cc1	-5	-8
CCOC(=O)c1c(C)c(C(=O)NCc2cccnc2)c(C)n1C	1	19

Shown bar-delimited: 6 of the compounds above
SMILES | S aureus QS inh | S aureus QS inh GFP MFI %
COc1ccc(C2=NOC(C(=O)Nc3ccc(C)cc3)C2)cc1OC (stereo unspecified) | 0 | -13
O=C(OCC#CCSc1nc2ccccc2s1)c1ccco1 | -1 | 11
O=C(Cn1nnc2c(cnn2-c2ccc(F)cc2)c1=O)c1ccccc1F | 0 | -28
COc1ccc(NC(=O)C(c2ccc(C)cc2)N(C)C(=O)c2cnccn2)cc1 (stereo unspecified) | 3 | 8
COc1cccc(C(=O)NCc2n[nH]c(=S)n2-c2cccc(C)c2)c1 | 0 | 5
Cc1ccc(-c2nc(CS(=O)CC(=O)NCc3ccc(Cl)cc3)c(C)o2)cc1 (stereo unspecified) | 0 | -50

(cont.)
SMILES	S aureus QS inh	S aureus QS inh GFP MFI %
Cc1nn(C)c(C)c1S(=O)(=O)NCc1cccs1	4	9
CCOC(=O)N1CCC(NC(=O)c2ccc3c(c2)N(CC)CCS3)CC1	-2	-15
COc1ccccc1C1C(C(N)=O)=C(C)Nc2nc(-c3ccccc3Cl)nn21 (stereo unspecified)	-1	-1
CCOC(=O)c1ccc(NC(=O)CSc2ncccn2)cc1	0	3
CCSc1nnc(NC(=O)CSc2nc3c(c(=O)n2-c2ccccc2OC)SCC3)s1	6	17
COc1cccc(OCC(O)CN2CCOCC2)c1 (stereo unspecified)	-3	-4
NC(=O)C1(N2CCCCC2)CCN(C(=O)c2ccc(C#Cc3ccccc3)o2)CC1	15	42
COc1ccc(C(=O)CCC(=O)O)cc1	-6	-13
CCn1c(=O)cc(OCC(=O)NCCCN2CCC(C)CC2)c2ccccc21	-2	-7
CCCCN(CC)CCNc1c(NC2CCN(C(=O)OCC)CC2)c(=O)c1=O	1	8
CCCOc1ccc(OCCSc2ncccn2)cc1	0	1
Cc1occc1C(=O)Nc1nnc(C2CCCCC2)s1	-4	9
Cc1ccc(-n2nnc3c(=O)n(Cc4cc(C)ccc4C)cnc32)cc1	-1	-7
Cc1ccc(N(C(=O)c2ccncc2)C2C=CS(=O)(=O)C2)cc1 (stereo unspecified)	-4	1
CCOC(=O)N1CCC(Nc2c(NCCCN(C)Cc3ccccc3)c(=O)c2=O)CC1	0	25
O=C(O)CC1Sc2nc3ccccc3n2C1=O (stereo unspecified)	-11	-17
CCCCOc1ccccc1NC(=O)Cn1c(-c2nonc2N)nc2ccccc21	-4	-14
COc1cc2c(cc1OC)-c1nnc(-c3cccs3)n1C(C)(C)C2	-2	0
COc1ccc(NC(=O)CSc2nnc(Cn3c(=O)sc4ccccc43)n2C)cc1	0	1
CC(C)N=c1cc2n(-c3ccc(Cl)cc3)c3ccccc3nc-2cc1Nc1ccc(Cl)cc1	70*	60*
Cc1cccc(N2CCN(C(=O)Cc3c(C(=O)O)[nH]c4ccc(Cl)cc34)CC2)c1C	0	4
O=C1C2CCCN2C(c2ccc(F)cc2)N1c1cccc(Cl)c1 (stereo unspecified)	-4	-25
O=c1cc(COn2nnc3ccc(C(F)(F)F)cc32)nc2sccn12	3	12
CCOC(=O)C1=C(C)Nc2ncnn2C1c1cc(OC)ccc1OC (stereo unspecified)	0	12
O=C(NCc1cccs1)c1cc(-c2cccc(Cl)c2)on1	-3	-6

Not all compounds are listed; count on the stated rates, not on these rows.
